From PubChem
mHTT-CaM PPI inh: mutant huntingtin-calmodulin interaction inhibitors – biochemical, AlphaScreen, primary screen. 190,000 tested, 3.6% active. AlphaScreen His-mHTT/GST-CaM binding, luminescence. inhibition, % at 15 µM. P42858;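 further: 0% = both proteins with DMSO and 100% = one protein alone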
Pf apPOL block: Pf-apPOL inhibitors, biochemical, fluorescence. Plasmodium falciparum apicoplast DNA polymerase (apPOL). Recombinant Pf-apPOL, molecular beacon fluorescence, 1.5 h. inhibition, % at 10 µM. 210,000 tested, 0.25% active. AID 1794808, 2022
Starred values were filed as active, the others as inactive; x = not tested or not shown; & = joins results of further samples. No stated cut-off is given here; in the data, active means inhibition above about 50%; inactive means the rest. Only part of the results is shown. The share of hits here may be higher or lower than overall.

mol | mHTT-CaM PPI inh | Pf apPOL block
COc1cccc(CC(=O)NNC(=O)c2ccc3nsnc3c2)c1 | x | -2
Cc1ccc(NC(=O)C2CC(c3ccc(F)cc3)=NO2)cc1 (stereo not given) | 1 | -2
CC(=O)C1=C(O)C(=O)N(c2cccnc2)C1c1ccc(Br)cc1 (stereo not given) | 6 | 2
O=C1CSC(c2cn(-c3ccccc3)nc2-c2cc3ccccc3oc2=O)N1CC1CCCO1 (stereo not given) | 58* | -4
O=C(N=c1nc2ccccn2s1)c1ccc(F)cc1 | -4 | x
O=c1c(NCc2ccc(F)cc2Cl)nc2ccncc2n1Cc1ccccc1 | -8 | 1
CC1Cc2ccccc2N1C(=O)c1ccc2nc(N3C(=O)c4ccccc4C3=O)sc2c1 (stereo not given) | 21 | -2
CC(=O)NC1=NC(=O)/C(=C\c2cccc(Oc3ccccc3)c2)S1 | 2 | -2
CC(C)(C)c1ccc(C2=N/C(=C\c3cccs3)C(=O)O2)cc1 | 15 | 6
COc1ccc(C2CN(C(=O)CC(C)(C)C)CC2C(=O)N2CCCCC2)cc1 (stereo not given) | 3 | 0
O=C(CCC1CCCN(C(=O)Nc2cccc(F)c2)C1)NCc1cccc(F)c1 (stereo not given) | -14 | -1
O=C(NCC1OCCc2ccccc21)c1ccccc1Cl (stereo not given) | -6&-27 | -4&-5

Another view of part of the listing above.
molecule: O=c1c(NCc2ccc(F)cc2Cl)nc2ccncc2n1Cc1ccccc1
  mHTT-CaM PPI inh: -8	Pf apPOL block: 1

molecule: CC1Cc2ccccc2N1C(=O)c1ccc2nc(N3C(=O)c4ccccc4C3=O)sc2c1 (stereo not given)
  mHTT-CaM PPI inh: 21	Pf apPOL block: -2

molecule: CC(=O)NC1=NC(=O)/C(=C\c2cccc(Oc3ccccc3)c2)S1
  mHTT-CaM PPI inh: 2	Pf apPOL block: -2

molecule: CC(C)(C)c1ccc(C2=N/C(=C\c3cccs3)C(=O)O2)cc1
  mHTT-CaM PPI inh: 15	Pf apPOL block: 6

More compounds follow:
mol | mHTT-CaM PPI inh | Pf apPOL block
CCN1CCCC1CNC(=O)C1(O)c2ccccc2NC(=O)N1c1ccc(C)c(C)c1 (stereo not given) | -5 | -1
COC(=O)c1ccsc1NC(=O)C1CCN(S(=O)(=O)c2ccc(Cl)cc2)CC1 | -12 | 0
CC(=O)Nc1ccc2nc(N3CCC(C(=O)NCCN4CCOCC4)CC3)cc(C)c2c1 | -3 | 6
Cc1oc(C)c(C(=O)O)c1CSc1ccccc1C(=O)O | -1 | -11
CSc1nc2c(sc3ccccc32)c(=O)n1-c1ccccc1 | -6 | -5
COc1ccccc1NC(=O)c1ccc(Br)o1 | -11 | 2
COc1cc(CN2CCCCC2C)cc(Br)c1O (stereo not given) | 0 | 2
COc1ccc(/C=C(\NC(=O)c2ccco2)C(=O)Nc2ccc(Cl)cc2)cc1 | 4 | 0
COc1ccc(C)cc1NC(=O)CCN1C(=O)c2ccccc2C1=O | 3 | 0
CCCCC(=O)N1CCc2cc(OC)c(OC)cc2C1COc1ccc(OC)cc1 (stereo not given) | 15 | 5
C/C=C/CC(C)C(O)C1C(=O)NC(CC)C(=O)N(C)CC(=O)N(C)C(CC(C)C)C(=O)NC(C(C)C)C(=O)N(C)C(CC(C)C)C(=O)NC(C)C(=O)NC(C)C(=O)N(C)C(CC(C)C)C(=O)N(C)C(CC(C)C)C(=O)N(C)C(C(C)C)C(=O)N1C (stereo not given) | x | 10
Cc1ccc(CNC(=O)C2CCCN(S(=O)(=O)N3CCCC3)C2)cc1 (stereo not given) | -5 | -17
COc1ccc(NC(=O)CCC2CCN(c3cc(NC4CC4)ncn3)CC2)c(OC)c1 | 43 | 7
COc1ccc(OC)c(C2C(C(=O)Nc3cc(C)ccn3)=C(C)NC3=C2C(=O)CCC3)c1 (stereo not given) | 5 | -6
O=C(NCC1CCCO1)c1cc2n(n1)C(C(F)(F)F)CC(c1ccco1)N2 (stereo not given) | -4 | -2
CN(C)CCCNS(=O)(=O)c1cc(C(F)(F)F)cc(C(F)(F)F)c1 | x | -1&-2
O=C(CNc1cccc(Cl)c1)c1ccc([N+](=O)[O-])cc1 | 20 | -2
COc1cc(/C=C2\CCCC3=C2Nc2ncnn2C3c2ccc(O)c(OC)c2)ccc1O (stereo not given) | 22 | -5
Cc1ccc(NC(=O)C(NC(=O)C2CCC(C)CC2)C(C)C)nc1 (stereo not given) | 7 | -6
CCOc1ccc(NS(=O)(=O)c2ccc(NC(=O)C3CCCCC3)cc2)cc1 | -6 | 0
CCc1ccc(/C=C(\C#N)c2nc3ccccc3[nH]2)cc1 | -10 | -4
CCn1nc(C)c(CCNC(=O)c2ccc3c(c2)N(C)C(=O)C2CCCCN32)c1C (stereo not given) | -2 | -1
O=C(Cc1cccs1)N1CCCC1c1ccccc1Cl (stereo not given) | -1 | -1
COCCN(CCOC)Cc1c(O)ccc2c1OC(=Cc1ccc(OC)cc1)C2=O | 7 | -9

The listing continues:
Values in the order: mHTT-CaM PPI inh, Pf apPOL block
- COc1ccc(N=C2SC(C(=O)Nc3cccc(Cl)c3)CC(=O)N2C)cc1 (stereo not given)
    13, 0
- N#CSCCCCOc1ccccc1F
    -34, -8
- COc1ccccc1CCNC(=O)c1nccnc1C(=O)O
    x, 2
- Cn1c(=O)c2c(nc(NCc3ccco3)n2Cc2ccccc2Cl)n(C)c1=O
    7, -1
- O=C(NCCc1csc(-c2ccccc2)n1)C1CSCN1C(=O)c1ccccc1 (stereo not given)
    -5, -6
- N#Cc1c(SCc2cccc(F)c2)nsc1SCc1cccc(F)c1
    -48, x
- O=C(COc1ccc(Br)cc1)Nc1cc(-c2nc3ncccc3o2)ccc1Cl
    0, -2
- COc1cc(OC)c(NC(=O)c2cnn3c4c(cnc23)CCCCCC4)cc1Cl
    32, -3
- COc1ccc(CNC(=O)CC2CCCCC2)cc1
    -5, -4
- CC1CN(C(=O)C(C)(C)C)CC1c1nc(-c2ccncc2)no1 (stereo not given)
    7, 3
- CCn1cc(SCC(=O)Nc2c(C)cc(C)cc2C)c2ccccc21
    -6, 3
- CC(NC(=O)C1(c2ccc(NC(=O)C3CC3)cc2)CCC1)c1ccc(F)cc1 (stereo not given)
    -12, 6
- CCOC(=O)C1=C(C)NC(C)=C(C(=O)OCC)C1c1cccc(C)n1
    x, -9
- C=C1c2cccc(OC)c2O[C@H](C(=O)OCC)[C@@H]1CCC(C)C
    15, 13
- COc1ccc(-c2ncc3c(n2)CCN(C(=O)c2cccc(Cl)c2)C3)cc1
    -4, 1
- O=C(c1ccc2c(c1)CC(=O)N2Cc1ccccc1)N1CCOCC1
    -2, -2
- O=C(COc1ccc([N+](=O)[O-])cc1)Nc1ccc(NC(=O)c2cccc(Cl)c2)cc1
    22, 0
- O=C(NCCN1CCOCC1)c1cnn2c1NC(c1cccs1)CC2C(F)(F)F (stereo not given)
    -4, -10
- Cc1nn(-c2ccccc2Cl)c2c1C(=O)CC(C)(C)C2
    -5, -8
- CCN1CCN(C2CCCC(C)C2)CC1 (stereo not given)
    2, 1

Compounds listed so far that contain an aryl thioether with sulfur outside any ring (four):
Values in the order: mHTT-CaM PPI inh, Pf apPOL block
- Cc1oc(C)c(C(=O)O)c1CSc1ccccc1C(=O)O
    -1, -11
- CSc1nc2c(sc3ccccc32)c(=O)n1-c1ccccc1
    -6, -5
- N#Cc1c(SCc2cccc(F)c2)nsc1SCc1cccc(F)c1
    -48, x
- CCn1cc(SCC(=O)Nc2c(C)cc(C)cc2C)c2ccccc21
    -6, 3

More entries
Values in the order: mHTT-CaM PPI inh, Pf apPOL block
- CCOC(=O)C(C#N)=C(N=C(N)c1ccc(C(F)(F)F)cc1)Nc1ccc(Cl)cc1
    x, -13
- CCNC(=O)N1CCC(Oc2ccccc2)CC1
    2, 1
- Cc1ccc(NC(=O)COc2ccccc2)c(C)c1
    -8, -3
- N#CCC(=O)NN=C1CCCCC1
    -6, x
- COc1cc(Sc2ccc(Cl)cc2)ccc1[N+](=O)[O-]
    x, -6&-10
- COc1ccc(CC(=O)Nc2c3c(nn2C(C)(C)C)CS(=O)C3)cc1OC (stereo not given)
    35, 2
- Cc1cc(C)cc(NC(=O)N2CCCC(C)(C(=O)NCc3ccccc3)C2)c1 (stereo not given)
    -2, 7
- O=C(CC1CCN(S(=O)(=O)c2ccc(Cl)s2)CC1)NCc1cccnc1
    -9, -2
- CN1CCN(S(=O)(=O)c2cccc(C#N)c2)CC1c1ccc(F)cc1 (stereo not given)
    -10, 2
- Cc1nn(C)cc1CN1CCC(c2nncn2-c2ccccc2)CC1
    0, 3
- COc1ccc(CCNC(=O)C2CCN(c3nccc(C)n3)CC2)c(OC)c1
    0, 2
- COc1cc(NC(=O)c2ccccc2)c(OC)cc1NC(=O)CCCOc1ccccc1
    37, -6
- CC(=O)Nc1ccc(S(=O)(=O)N(CC#N)CC#N)cc1
    1, -1
- O=C(c1ccc(F)cc1F)N1CCN(c2cc(N3CCOCC3)c(F)cc2[N+](=O)[O-])CC1
    25, 36
- O=C(CCS(=O)(=O)c1cccs1)NCc1ccc(Cl)cc1
    -5, 6
- CCCN(C)C(=O)c1cn2c(n1)CCCC2
    0, -4
- CCC(C)N=Cc1c(Nc2ccccc2)nc2c(C)cccn2c1=O (stereo not given)
    11, -4
- O=C(Nc1nc(CCC(=O)N2CCN(c3ccccn3)CC2)cs1)c1ccc(F)cc1
    10, 8
- Cc1ccc(Cl)cc1NS(=O)(=O)c1ccc(NS(C)(=O)=O)cc1
    -7, 1
- CC1=NN(c2ccc(Br)cc2)C(=O)/C1=C/c1cccs1
    32, 7

Single records, from the list above. Values in the order: mHTT-CaM PPI inh | Pf apPOL block
Listed for COc1ccccc1NC(=O)c1ccc(Br)o1 = -11 | 2
Listed for COc1ccccc1CCNC(=O)c1nccnc1C(=O)O = x | 2

Continued:
Values in the order: mHTT-CaM PPI inh, Pf apPOL block
- CCCOc1cccc(C(=O)Nc2ccc(Br)cc2F)c1
    -7, -3
- CCC(=O)NCc1nc2c(n1CC)CN(C(=O)c1cccc(F)c1)CC2
    0, -4
- O=C(CSC(=S)NNc1ccccc1)c1ccc(Cl)cc1
    x, -6
- O=C(c1ccc2c(c1)nc1n2CCN(C2CCCCC2)C1=O)N1CCCCC1
    -6, 3
- CCC(=O)N1CCc2ccccc2C1C(=O)NCc1ccc(CC)cc1 (stereo not given)
    13, -2
- CCN(CC)C(=O)CC[C@H]1CC[C@]2(CCCN(C(=O)c3ccno3)C2)O1
    -6, -9
- CC1(C)CC(=O)c2cc(C(=O)NCc3ccccc3)c(=O)n(-c3ccc(Cl)c(Cl)c3)c2C1
    4, -3
- Cn1ncc(N2CCCC(C(=O)N3CCc4ccccc4C3)C2)cc1=O (stereo not given)
    1, 2
- O=C(NCC1(c2cccs2)CCCC1)C1CC1
    -14, 1
- Cc1nc(C2CCCN(Cc3ccc(C)o3)C2)n[nH]1 (stereo not given)
    21, 2
- Cc1cc([N+](=O)[O-])c(N2CCN(CCO)CC2)cc1N
    4, -21
- COc1ccc(NC(=O)c2c(NS(=O)(=O)c3ccc(C)cc3)csc2C)cc1
    x, 9
- CC1CCc2nn(CC(=O)Nc3ccc(F)cc3F)c(=O)cc2C1 (stereo not given)
    1, -8
- CC(C)c1cc(C2CCCN2C(=O)c2cc3nc(C4CC4)cc(C(F)(F)F)n3n2)on1 (stereo not given)
    -4, -4
- Cn1c(C(O)(c2ccccc2)c2ccccc2)nc2ccccc21
    7, -1
- COc1cccc(-c2ccc3nc(N4CCC(C(=O)N5CCCC5)CC4)sc3n2)c1
    36, -2
- Cc1cc(C)cc(NC(=O)N2CCC(n3cnc4c(C)cccc4c3=O)CC2)c1
    2, 2
- O=C(CC1CCCN(C(=O)Nc2cccc(F)c2)C1)N1CCN(c2ccccc2F)CC1 (stereo not given)
    12, -3
